Large T inhibition = SV40 large T antigen inhibitors, biochemical (AID 1903); one-dose inhibition, % at 20 µM; IC50 in µM for titrated hits; SV40 large T antigen ATPase/helicase inhibition assay; higher % means a stronger effect; hit rate 0.39% among 310,000; in the data active means a potency from the dose series; further: strong numbers were not always called active
NS5 inhibitors = Dengue-2 NS5 methyltransferase inhibitors, primary screen, biochemical, confirmation dose response (AID 588689); Dengue-2 NS5 methyltransferase capping enzyme assay, biochemical; higher % means a stronger effect; one-dose inhibition, % at 25 µM; IC50 in µM for titrated hits; hit rate 0.3% among 340,000; in the data active means a potency from the dose series
HIV fusion peptide = inhibitors of HIV fusion peptide binding, primary screen, biochemical, uHTS, fluorescence dequenching (AID 1986). cell-free peptide binding, fluorescence dequenching, 30 min; higher % means a stronger effect. inhibition, % at 20 µM, or IC50 in µM where a hit was titrated. hit rate 0.3% among 290,000; in the data active means inhibition mostly above about 52%, no sharp cut-off; inactive means mostly below about 76%; further: some results filed as inactive read as strong as hits
UTI89 phage lysis = protection from phage-mediated lysis, alamar blue read-out – E. coli UTI89, K1F phage, bacterial capsule biogenesis inhibitors (AID 488966). E. coli UTI89 K1F phage lysis, alamar blue, 2 h; higher % means a stronger effect. one-dose inhibition, % at 100 µM; IC50 in µM for titrated hits. hit rate 0.02% among 340,000;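 active means phage lysis inhibition, versus mean bacterial control, above a set limit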;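 further: capsule biogenesis inhibitors block K1F phage lysis so surviving cells raise fluorescence; higher fluorescence means more inhibition of phage lysis; actives were called in the ten point dose series up to 300 µM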
GPR35 arrestin U2OS = inhibition of zaprinast-stimulated GPR35 beta-arrestin translocation – imaging, U2OS, beta-arrestin-GFP, zaprinast agonist, primary screen (AID 2058). U2OS GPR35 beta-arrestin-GFP translocation imaging, zaprinast antagonism; higher % means a stronger effect. inhibition, % at 10 µM; hits with a dose series show IC50 in µM. hit rate 0.052% among 290,000;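 active means inhibition of at least 50% with at least 30 cells and total cytoplasm GFP at most 10,000,000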
Rac1 GTP hydrolysis = MgcRacGAP GTPase-activating activity inhibitors, confirmation, biochemical, ADP Hunter fluorescence; MgcRacGAP-stimulated Rac1 GTP hydrolysis, ADP Hunter fluorescence; higher % means a stronger effect; GST-tagged Rac1 F28L mutant substrate; inhibition, % at 30 µM; hits with a dose series show IC50 in µM; hit rate 0.6% among 340,000; AID 624330;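 active means first-screen hits whose inhibition reached a set limit at any dose in the follow-up dose series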;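 further: fluorescence reports GDP produced by GAP-driven GTP hydrolysis; strong numbers were not always called active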
RSV CPE inhibition = inhibition of RSV-induced cytopathic effect – HEp-2 cells, primary 10 µM value included (AID 2391) | CPE inhibition, % at 10 µM; hits with a dose series show IC50 in µM | hit rate 0.13% among 310,000 | HEp-2 cells, RSV-induced CPE inhibition; higher % means a stronger effect; in the data active means a potency from the dose series; further: strong numbers were not always called active
Salmonella PhoP GFP = inhibitors of PhoP regulon expression, primary screen, Salmonella Typhimurium, GFP reporter (AID 1863). inhibition, % at 50 µM, or IC50 in µM where a hit was titrated. S. Typhimurium PhoP-regulated promoter GFP reporter, 4 h; higher % means a stronger effect. hit rate 0.16% among 300,000;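 active means inhibition over 29.93%, a cutoff 3 SD above the screen mean, later confirmed by dose response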;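 further: 0% = low Mg2+ inducing control and 100% = high Mg2+ repressing control; strong numbers were not always called active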
GPR55 antagonists = inhibition of LPI-stimulated GPR55 beta-arrestin translocation – imaging, U2OS, beta-arrestin-GFP, LPI agonist, primary screen (AID 2013); U2OS GPR55 beta-arrestin-GFP translocation imaging, LPI antagonism; higher % means a stronger effect; inhibition, % at 10 µM, or IC50 in µM where a hit was titrated; hit rate 0.13% among 290,000;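 active means spots per cell inhibited over 60%, with over 100 cells counted and total cytoplasm intensity under 500,000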;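 further: U2OS cells stably carrying GPR55 and arrestin-GFP stimulated by 5 µM LPI near EC80; imaged beta-arrestin-GFP aggregate spots per cell after agonist stimulation; plate controls were LPI-stimulated DMSO wells for no effect and DMSO wells without LPI for full effect; some results filed as inactive read as strong as hits; confirmed hits need IC50 under 10 µM and bright autofluorescent wells are also inconclusive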
NS5 inhibitors pilot replicate = second read-out of NS5 inhibitors, no call of its own (marks repeat the call); inhibition, %; measured here: pilot screen replicate inhibition
* hit, by the source's call; / = not tested or not shown; [ ] = dose if it differs, or a comment.

SMILES	Large T inhibition	NS5 inhibitors	HIV fusion peptide	UTI89 phage lysis	GPR35 arrestin U2OS	Rac1 GTP hydrolysis	RSV CPE inhibition	Salmonella PhoP GFP	GPR55 antagonists	others
CCN(Cc1nc(-c2ccc(OC)cc2)no1)C(=O)c1ccc2c(c1)OCO2	4%	-8%	1.6%	-0.2%	7%	5%	2.7%	0%	-6%
Cc1onc(-c2ccccc2Cl)c1C(=O)NNC(=O)c1ccccc1F	8%	-6%	-1.8%	0.4%	0%	3%	-0.4%	3%	5%
C=CCSc1nsc(NC(=O)Nc2ccc(F)cc2)n1	16%	-28%	3.7%	7.0%	-21%	7%	0.6%	14%	-9%
Cc1nn(CC(=O)O)c(C)c1C	-2%	-10%	-1.4%	0.4%	0%	0%	2.2%	1%	0%	NS5 inhibitors pilot replicate=2.4
CC1CC(C)CN(Cc2nc(N)nc(Nc3ccccc3)n2)C1 (configuration not stated)	22%	3%	-0.8%	0.3%	11%	3%	/	4%	4%
COc1cccc(OC)c1OCCNCC1COc2ccccc2O1 (configuration not stated)	9%	3%	/	8.0%	/	4%	-1.1%	2%	/
O=C1Nc2ccc(Br)cc2/C1=C/C1CC=CCC1 (configuration not stated)	0%	-6%	3.2%	-0.1%	-22%	3%	16%	-3%	12%
C=CCNc1cnn(-c2ccc(C)cc2)c(=O)c1Sc1ccc(C)cc1	5%	-12%	0.8%	-0.2%	9%	5%	0.1%	-6%	-4%
CC1=CC=CN2C1=NC(=O)CC2(C)C(=O)N(CC(=O)NC1CCCC1)c1cc(C)cc(C)c1 (configuration not stated)	9%	-6%	1.6%	-0.2%	-1%	4%	1.4%	-7%	4%
COc1cc2[nH]c3c(N4CCC(C(N)=O)CC4)ncnc3c2cc1OC	9%	/	1.2%	/	6%	/	-0.6%	3%	8%
FC(F)(F)c1cc(CCN2C(=S)NC[C@@H]2c2ccccc2)cc(C(F)(F)F)c1	16%	-3%	-1.3%	-0.1%	2%	1%	4.2%	2%	-10%
COc1ccc(-n2nc(C(=O)NCC(=O)N3CC(C)CC(C)C3)c3ccccc3c2=O)c(OC)c1 (configuration not stated)	7%	-3%	0.4%	-0.6%	-9%	-1%	4.0%	-4%	5%
CCCCN(C)C(=O)C1CCN(CCCc2ccccc2)CC1	19%	6%	0.0%	3.0%	-7%	21%	-0.2%	26%	8%
COc1ccc(C(=O)NCCS(=O)(=O)N2CCc3ccccc3C2)cc1	7%	-7%	/	0.7%[50 µM]	/	-1%	0.0%	-8%	/
Nc1nnc(SCC(=O)OCC(=O)Nc2ccc(Br)cc2)s1	7%	-8%	-0.1%	0.6%[50 µM]	0%	5%	3.6%	-1%	6%
C=CCNC(=O)/C(C#N)=C/c1ccc(C)o1	4%	-3%	1.1%	-0.5%	22%	5%	5.9%	6%	-13%
O=C(CSc1ccc(-c2ccc(F)cc2)nn1)NCc1ccco1	1%	6%	0.8%	-1.0%	-17%	1%	1.0%	-4%	2%
O=C(NCc1ccco1)C1CCN(Cc2ccc(F)cc2)CC1	6%	-8%	-1.5%	0.7%	10%	26%	-0.8%	2%	9%
O=C(CNC(=O)c1cccs1)c1ccc([N+](=O)[O-])cc1	14%	-5%	4.7%	1.2%	-12%	6%	3.8%	-11%	14%
N#Cc1c2c(c(-c3ccccc3)[nH]c1=O)CCCC2	6%	3%	1.7%	0.1%	8%	-2%	/	-6%	-8%
CC(Sc1nc2ccccc2o1)C(=O)O (configuration not stated)	6%	5%	-0.4%	0.9%	-4%	6%	0.7%	-21%	5%
Cc1ccc(NS(=O)(=O)c2cccc(C(=O)N3CCCC(C)C3)c2)cc1 (configuration not stated)	2%	-9%	/	0.4%[50 µM]	/	5%	7.2%	-5%	/
COCCNS(=O)(=O)c1ccc(OCC(=O)OC)c(Cl)c1	-1%	-3%	0.4%	0.4%	-1%	6%	0.0%	-9%	0%
O=[N+]([O-])c1cc(/C=N/O)ccc1Oc1cccc(Cl)c1	-1%	-8%	-0.5%	0.0%	-2%	2%	13%	2%	-19%
CCOC(=O)C1CCCN(S(=O)(=O)c2ccc(S(=O)(=O)N3CCCC3)cc2)C1 (configuration not stated)	9%	0%	/	-1.3%	/	6%	2.9%	-5%	/
Cc1cc(C)c(S(=O)(=O)Cc2ccc(Cl)cc2)c(=O)[nH]1	14%	4%	-0.2%	4.1%	15%	1%	-0.4%	1%	8%
Cc1cc(Oc2ncccc2[N+](=O)[O-])c2cc(Cl)ccc2n1	6%	10%	0.2%	0.3%	9%	6%	3.7%	-8%	9%
COc1ccc(NS(=O)(=O)c2cc(NC(=O)c3ccc(=O)[nH]c3)ccc2C)cc1	/	1%	/	0.0%[50 µM]	/	6%	0.2%	/	/
CCN(CC)S(=O)(=O)c1ccc(C2CNC(=O)C2)cc1 (configuration not stated)	1%	-2%	-1.1%	6.9%	1%	1%	0.2%	-3%	8%
CCOc1cccc(C(=O)Nc2ccc(S(=O)(=O)Nc3cc(C)on3)cc2)c1	8%	-9%	5.0%	-0.3%	12%	11%	4.9%	3%	12%
Cc1cc2cc(C(c3nnnn3C(C)(C)C)N(Cc3ccco3)CC3CCCO3)c(=O)[nH]c2cc1C (configuration not stated)	9%	8%	4.4%	0.3%	13%	15%	1.7%	6%	-5%	NS5 inhibitors pilot replicate=-7.0
COc1ccc(CCNC(=O)C(=O)NCC2OCCN2S(=O)(=O)c2ccc(Cl)cc2)cc1OC (configuration not stated)	18%	1%	-1.3%	-0.3%	0%	12%	0.3%	/	-13%
S=C(NCCCN1CCOCC1)N1CCN(c2nc(-c3ccc(Cl)cc3)cs2)CC1	15%	-7%	-0.8%	0.1%	5%	8%	10%	1%	-10%
Cc1cc(=O)oc2c3c(cc(OCC(=O)NCc4ccccc4)c12)OC(C)(C)CC3	/	-4%	0.5%	6.1%	-3%	-2%	6.0%	/	-11%
Cc1[nH]n(-c2ccccc2)c(=O)c1/C=N/NC(=O)COc1ccccc1[N+](=O)[O-]	6%	4%	7.8%	0.2%	8%	11%	-2.3%	2%	3%
COc1ccc(/C=C/C(=O)NC(=S)NNC(=O)c2cc(OC)c(OC)c(OC)c2)cc1	19%	-2%	-0.7%	0.5%	6%	5%	3.2%	-4%	10%
CCn1cc2nc(SCC(=O)Nc3ccc(OC)c(OC)c3)n(Cc3ccc(OC)cc3)c(=O)c2n1	2%	-15%	-1.2%	0.3%	16%	6%	2.7%	0%	-4%
COc1ccc(CCNc2ncnc3c2c(C)c(C)n3CCCN(C)C)cc1OC	5%	5%	0.3%	0.1%	-6%	9%	1.2%	-3%	-4%
O=C(NNC1CC(=O)N(c2ccc3c(c2)OCCO3)C1=O)c1ccccc1 (configuration not stated)	2%	0%	0.4%	-0.6%	7%	5%	0.9%	-6%	-8%
CC(Oc1ccccc1Cl)c1nnc(N)s1 (configuration not stated)	6%	-8%	-0.1%	-0.5%	-9%	-11%	0.7%	3%	-3%
C=CCOC(=O)C1=C(C)NC(=O)NC1c1ccc(O)cc1 (configuration not stated)	9%	-6%	-0.3%	0.2%	-15%	-14%	2.7%	2%	-19%	NS5 inhibitors pilot replicate=0.6
COc1ccc(S(=O)(=O)N(C)c2ccc(C(=O)N3CCCC3)cc2)cc1OC	-4%	-4%	-0.9%	0.4%	-2%	8%	-0.5%	4%	0%
CC1=NOC(=O)/C1=C/c1ccc(-c2ccc(Cl)cc2)o1	30%	19%	0.3%	0.9%[50 µM]	-22%	13%	7.7%	6%	7%
O=C(Cn1nnc2ccccc21)OCC(=O)c1ccc(Cl)c(Cl)c1	2%	-1%	1.0%	0.8%	10%	10%	0.2%	0%	13%
Cc1cccc(NC(=O)NCc2ccc3c(c2)OCO3)c1	11%	-3%	0.1%	0.1%	-4%	8%	1.3%	-5%	-8%

A stretch from the list above, as a working copy:
SMILES	Large T inhibition	NS5 inhibitors	HIV fusion peptide	UTI89 phage lysis	GPR35 arrestin U2OS	Rac1 GTP hydrolysis	RSV CPE inhibition	Salmonella PhoP GFP	GPR55 antagonists	others
CC(Oc1ccccc1Cl)c1nnc(N)s1 (configuration not stated)	6%	-8%	-0.1%	-0.5%	-9%	-11%	0.7%	3%	-3%
C=CCOC(=O)C1=C(C)NC(=O)NC1c1ccc(O)cc1 (configuration not stated)	9%	-6%	-0.3%	0.2%	-15%	-14%	2.7%	2%	-19%	NS5 inhibitors pilot replicate=0.6
COc1ccc(S(=O)(=O)N(C)c2ccc(C(=O)N3CCCC3)cc2)cc1OC	-4%	-4%	-0.9%	0.4%	-2%	8%	-0.5%	4%	0%
CC1=NOC(=O)/C1=C/c1ccc(-c2ccc(Cl)cc2)o1	30%	19%	0.3%	0.9%[50 µM]	-22%	13%	7.7%	6%	7%
O=C(Cn1nnc2ccccc21)OCC(=O)c1ccc(Cl)c(Cl)c1	2%	-1%	1.0%	0.8%	10%	10%	0.2%	0%	13%
Cc1cccc(NC(=O)NCc2ccc3c(c2)OCO3)c1	11%	-3%	0.1%	0.1%	-4%	8%	1.3%	-5%	-8%

(continued)
SMILES	Large T inhibition	NS5 inhibitors	HIV fusion peptide	UTI89 phage lysis	GPR35 arrestin U2OS	Rac1 GTP hydrolysis	RSV CPE inhibition	Salmonella PhoP GFP	GPR55 antagonists	others
CS(=O)(=O)c1ccc(C(=O)OCc2nnc(-c3ccc(Cl)cc3)o2)cc1[N+](=O)[O-]	5%	-45%	1.2%	-0.1%	-8%	2%	0.7%	-3%	26%
CC1(C)Cc2c(cnn2-c2ccc(F)cc2)C(NC(=O)c2cnccn2)C1 (configuration not stated)	25%	-1%	1.5%	1.2%[50 µM]	6%	10%	2.0%	-6%	1%
Cc1ccnc(NC2OC(=O)c3ccccc32)c1 (configuration not stated)	13%	6%	-1.1%	0.3%	-3%	14%	1.0%	-5%	31%
CCOC(=O)Cn1c(=O)oc2cc(S(=O)(=O)NCCCc3ccccc3)ccc21	9%	1%	0.3%	-0.6%	2%	9%	1.4%	3%	2%
COc1ccccc1CN1CC(C(=O)NCc2cc(C)on2)CCC1=O (configuration not stated)	20%	-7%	-0.2%	0.2%	-3%	5%	0.3%	5%	12%
CCCOc1ccc(C2C(C(=O)OC)=C(C)N=C3SCCC(=O)N32)cc1OCC (configuration not stated)	1%	-4%	-0.5%	0.8%	9%	11%	-2.3%	-5%	14%
CC1CCN(C(=S)NC(=O)c2ccc(C(C)(C)C)cc2)CC1	/	-13%	-0.5%	0.6%[50 µM]	-14%	6%	/	/	-15%
CCC(=O)N1CCC(c2ccc(OC)cc2)=N1	4%	-10%	-0.7%	0.5%	0%	2%	8.6%	19%	6%
CC(=O)c1ccc(NC(=O)C(C)n2nc(-c3ccccc3)c3cc(Cl)ccc32)cc1 (configuration not stated)	-11%	-4%	0.4%	-0.3%	1.8µM*	1%	-2.2%	-1%	19%
Cc1cccc(N2CCN(S(=O)(=O)c3ccc4c(c3)NC(=O)C(C)S4)CC2)c1C (configuration not stated)	8%	3%	0.4%	0.2%	6%	5%	1.8%	13%	-5%
